Source: PubChem BioAssay (several laboratories)
PHOSPHO1 inh = inhibitors of human PHOSPHO1 phosphatase; recombinant PHOSPHO1, absorbance phosphatase assay; Q8TCT1; inhibition, % at 13.3 µM; 290,000 tested, 1.1% active; in the data active means inhibition above about 60%
Target sequence (Q8TCT1 whole entry, looked up): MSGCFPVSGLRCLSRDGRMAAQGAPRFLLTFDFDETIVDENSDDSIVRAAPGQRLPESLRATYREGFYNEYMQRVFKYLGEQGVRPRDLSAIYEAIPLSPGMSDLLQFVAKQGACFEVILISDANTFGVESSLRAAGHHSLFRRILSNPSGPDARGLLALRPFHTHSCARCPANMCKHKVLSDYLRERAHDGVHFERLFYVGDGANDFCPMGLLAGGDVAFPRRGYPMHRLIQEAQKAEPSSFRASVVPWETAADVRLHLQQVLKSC
IDE inh = inhibitors of human insulin-degrading enzyme in cells. 320,000 tested, 0.41% active. inhibition, % at 5.59 µM. HEK cells, FAbetaB cleavage, fluorescence polarization. P14735;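 active means percent inhibition above the average of all tested compounds plus 3 SD, set per screening campaign, cut at about 16% in these data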;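 further: IDE supplied by intact live HEK cells; FP after avidin binding of uncleaved biotin substrate so inhibition keeps polarization high; 0% = DMSO wells and 100% = 60 µM reference IDE inhibitor Ii1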
IMP-1 inh = blocks Pseudomonas aeruginosa IMP-1 metallo-beta-lactamase; purified IMP-1, nitrocefin hydrolysis, epi-absorbance fluorescence; inhibition, % at 5.6 µM; 290,000 tested, 0.45% active; AID 1556;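 active means inhibition above the mean plus 3 SD of all compounds in the same screening run, cut at about 4.5% in these data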;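 further: 0% = IMP-1 with DMSO and 100% = DMSO wells lacking enzyme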
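Test system: recombinant IMP-1 enzyme, purified / Medium: HEPES buffer pH 7.1 with ZnSO4 and Brij 35 / Doses: single dose, 5.6 µM / Times: 25 °C, 15 min preincubation, 25 min reaction / Detection: Epi-absorbance via hydrolysed-nitrocefin quenching of white-plate fluorescence, 480/530 nm, EDTA stop / Evaluation: percent inhibition from optical density relative to buffer-blank wells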
IDE cell activ = activators of human insulin-degrading enzyme in cells; 340,000 tested, 0.073% active; HEK cells, FAbeta-B cleavage, fluorescence polarization; 0% vehicle, 100% cell-free pure enzyme wells; activation, % at 5.96 µM; AID 493087;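 active means activation above the mean of all tested compounds plus 3 SD, set per screening campaign, cut at about 17% in these data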
PfM18AAP inh = PfM18AAP enzyme inhibition | recombinant PfM18AAP, H-Glu-NHMec fluorogenic cleavage | inhibition, % at 7.35 µM | 290,000 tested, 1.2% active | AID 1822;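 active means inhibition above the campaign mean inhibition over all tested compounds plus 3 SD, cut at about 28% in these data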;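 further: 0% = plate median of test compound wells and 100% = 2 mM ZnCl2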
GPR7 antag = antagonists of human GPR7 (neuropeptides B/W receptor 1); P48145; GPR7-expressing cells, fluorescence antagonist assay; inhibition, % at 4.4 µM; 290,000 tested, 1.1% active; in the data active means inhibition above about 16%, passing the limit was not always enough;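 further: cells stimulated with the agonist NPW; 0% = agonist with vehicle and 100% = vehicle without agonist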
Target sequence (P48145 whole entry, looked up): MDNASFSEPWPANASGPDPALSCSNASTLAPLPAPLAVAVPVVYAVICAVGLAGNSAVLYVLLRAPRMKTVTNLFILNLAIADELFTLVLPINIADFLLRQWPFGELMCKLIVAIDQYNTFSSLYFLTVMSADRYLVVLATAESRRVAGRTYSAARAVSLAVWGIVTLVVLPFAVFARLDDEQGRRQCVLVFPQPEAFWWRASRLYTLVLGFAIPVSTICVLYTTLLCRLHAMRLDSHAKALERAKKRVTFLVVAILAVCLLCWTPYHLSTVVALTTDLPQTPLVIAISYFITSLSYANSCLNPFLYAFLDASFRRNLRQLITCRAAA
NALP1 yeast inh = inhibitors of NALP1 inflammasome in yeast; inhibition, % at 10 µM; S. cerevisiae NALP1/ASC/caspase-1 growth, X-gal OD620, 72 h; 280,000 tested, 0.61% active; in the data active means inhibition mostly above about 24%, no sharp cut-off; inactive means mostly below about 32%; further: some compounds called inactive have numbers as strong as hits
p-CIP stab down = compounds decreasing mouse p/CIP protein stability; Q05BA5; F442A p/CIP-EGFP cells, EGFP fluorescence, 16 h; decrease of EGFP signal, % at 10 µM; 290,000 tested, 0.01% active; AID 1984;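 active means EGFP signal decrease of at least 30% at 10 µM or well 3 SD below plate mean, unless failing retest; inactive means the rest, including hits failing retest or dose response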; further: some compounds called inactive have numbers as strong as hits; many of its hits are not listed in these tables
VIM-2 inhibitor = blocks Pseudomonas aeruginosa VIM-2 metallo-beta-lactamase; inhibition, % at 5.6 µM; 290,000 tested, 0.89% active; purified VIM-2, nitrocefin hydrolysis, epi-absorbance fluorescence;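 active means inhibition above the mean of all tested compounds plus 3 SD, cutoff set per screening run, cut at about 7.5% in these data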;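 further: red hydrolysis product quenches plate fluorescence so inhibitors raise well fluorescence; 0% = enzyme with DMSO and 100% = DMSO without enzyme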
An asterisk follows results filed as active; · = no result given.

The opening four compounds, ahead of the listing:
SMILES	PHOSPHO1 inh	IDE inh	IMP-1 inh	IDE cell activ	PfM18AAP inh	GPR7 antag	NALP1 yeast inh	p-CIP stab down	VIM-2 inhibitor
c1ccc(C2[C@H]3CN(Cc4cccnc4)[C@H](c4ccccc4)C34CC2(c2cccnc2)C4)cc1 (stereo partly specified)	31	-1	·	4	·	·	·	1	·
O=C(NCc1ccccn1)C1CC(c2ccc(F)cc2)=NO1 (stereo unspecified)	9	3	-2.5	7	-11	-6	18	5	-1.9
O=C(O)c1nn(CC(=O)N2CCN(c3ccccc3)CC2)c(=O)c2ccccc12	27	-1	0.2	2	1	2	11	-16	-3.7
Cc1ccc(C)c(-c2nn(-c3cc(N4CCN(CCO)CC4)ccc3[N+](=O)[O-])c(=O)c3ccccc23)c1	3	-4	-3.0	1	-5	2	-1	3	-0.3

This part in full, from the start:
SMILES	PHOSPHO1 inh	IDE inh	IMP-1 inh	IDE cell activ	PfM18AAP inh	GPR7 antag	NALP1 yeast inh	p-CIP stab down	VIM-2 inhibitor
c1ccc(C2[C@H]3CN(Cc4cccnc4)[C@H](c4ccccc4)C34CC2(c2cccnc2)C4)cc1 (stereo partly specified)	31	-1	·	4	·	·	·	1	·
O=C(NCc1ccccn1)C1CC(c2ccc(F)cc2)=NO1 (stereo unspecified)	9	3	-2.5	7	-11	-6	18	5	-1.9
O=C(O)c1nn(CC(=O)N2CCN(c3ccccc3)CC2)c(=O)c2ccccc12	27	-1	0.2	2	1	2	11	-16	-3.7
Cc1ccc(C)c(-c2nn(-c3cc(N4CCN(CCO)CC4)ccc3[N+](=O)[O-])c(=O)c3ccccc23)c1	3	-4	-3.0	1	-5	2	-1	3	-0.3
O=C(c1ccco1)N1CCN(Cc2cn[nH]c2-c2ccc(F)cc2F)CC1	26	0	-0.2	1	-12	8	11	-11	-1.1
COc1cc(C(=O)NCc2nnc(SCC(=O)Nc3cccc(C)c3)o2)cc(OC)c1OC	-19	1	-9.0	-2	-6	3	-10	-2	-2.5
CCN1CCN(CCCNC(=O)c2ccc3c(=O)n(CCc4ccccc4)c(=O)[nH]c3c2)CC1	9	4	-1.4	6	-1	8	-2	-1	3.4
O=C(NN1C(=O)c2ccccc2NC1c1ccco1)c1ccc([N+](=O)[O-])cc1 (stereo unspecified)	20	0	-2.1	0	3	-3	6	2	-0.3
CC(C)N(C(=O)COC(=O)c1cncc(Br)c1)C(C)C	15	1	0.8	-3	-16	-11	-11	-1	2.2
COC(=O)CC1C(=O)NCCN1C(=S)NC(=O)c1ccccc1[N+](=O)[O-] (stereo unspecified)	1	1	-5.5	2	3	-19	24	-4	-2.3
COC(=O)c1cn(NC(=O)CCC2CCCC2)c(=O)c2ccccc12	12	2	0.0	-3	1	-1	1	3	-2.2
CC1(C)Cc2nc3oc4c(=O)n(CC(=O)Nc5ccccc5)cnc4c3cc2CO1	-9	-4	-4.1	2	-3	-11	27	-1	-3.5
COc1ccc(CCNC(=O)Cn2cc(C(F)(F)F)cc(Cl)c2=O)cc1OC	-7	7	-3.1	0	2	-4	31	2	-2.6
O=C(N/N=C/c1ccc2nccnc2c1)c1ccc(Br)cc1	20	9	-2.0	·	-9	-4	·	-8	-1.3
COc1ccc(C(=O)NNC(=O)Cn2nnc(-c3ccc(OC)c(OC)c3)n2)cc1	39	3	-0.6	0	10	-8	7	-13	-4.9
Cc1c(C(=O)N2CCOCC2)sc2ncn(CC(=O)N3CCC(C)CC3)c(=O)c12	48	-2	-2.6	6	-6	-8	-3	-4	-4.3
O=C(CCc1ccccc1)NCCSCc1c(F)cccc1Cl	-1	-1	-1.1	4	6	0	41	-9	-2.8
COc1ccc(CNC(=O)c2cnn3c(C(F)F)cc(C)nc23)cc1OC	-2	1	-1.8	11	2	-2	30	-8	1.4
CCOC(=O)C1=C(C)OC(N)=C(C#N)C1c1cncc(-c2ccc(F)cc2)c1 (stereo unspecified)	3	-4	-4.7	7	2	3	25	-6	-1.9
COc1cccc(/C=N/n2nnnc2N)c1OCc1ccccc1Cl	-16	3	-2.7	1	-10	-12	16	-14	-0.1
CCn1cc(C(=O)NCCCN(CC(C)C)CC(C)C)c(=O)c2cc(S(=O)(=O)N(C)C3CCCCC3)ccc21	22	-1	-4.0	2	-13	-12	10	-7	-0.9
COc1ccc(C2=CC(c3ccc(OC)c(OC)c3)NC(=S)N2)cc1 (stereo unspecified)	35	5	1.0	3	-5	-2	7	-2	0.4
CCOc1cccc(/C(O)=C2/C(=O)C(=O)N(Cc3cccnc3)C2c2ccco2)c1 (stereo unspecified)	46	-2	-2.5	9	9	-5	-10	-16	-0.4
COCCNC(=O)CN(Cc1cccs1)C(=O)CCC(=O)Nc1nccs1	53	6	-1.4	1	-7	-11	-10	-19	-1.1
O=C(OCCOc1ccc(Br)cc1)c1cnccn1	5	-9	-2.5	0	-2	4	6	2	-1.4
CCc1ccc(NC(=S)NC(=O)CC(C)C)cc1	-4	1	0.8	1	-1	-7	22	-5	-1.2
O=C(CN1C(=O)CSc2ccccc21)Nc1ccc2c(c1)OCCO2	9	1	-5.3	2	-1	-7	0	14	-0.2
COC(=O)CC(NC(=O)Nc1ccccc1F)c1ccc2c(c1)OCO2 (stereo unspecified)	26	-2	-2.5	1	-15	-5	-9	-13	-1.2
COc1ccc(Cc2nnc(N)s2)cc1	26	-1	0.5	3	7	-4	10	2	0.2
S=C(NCCCc1ccccc1)Nc1ccccc1Cl	-12	-6	0.3	1	0	-3	·	-3	1.0
CCOc1ccc(-n2c(SCc3nc(-c4ccc(C)cc4)no3)nnc2-c2ccncc2)cc1	11	7	-1.4	-4	2	37*	14	2	-0.7
COc1ccc(OC)c(NC(=O)COc2ccc(S(=O)(=O)NC(C)C)cc2)c1	-13	2	-0.2	6	-2	-14	1	2	-0.7
O=C1CC(=O)N2N=C(c3ccc([N+](=O)[O-])cc3)SC2=N1	-5	-3	-0.9	11	-5	-7	17	3	0.5
CC(C)CSc1nc2ccccc2[nH]1	-5	2	0.2	6	-6	2	5	-4	0.2
COc1ccc(NC(=O)C2CCN(S(=O)(=O)c3ccc4c(c3)NC(=O)C(C)S4)CC2)cc1 (stereo unspecified)	38	1	-1.0	3	-7	5	20	-36	-2.1
Cc1cc(N(C)C)ccc1[N+](=O)[O-]	2	-5	-1.4	0	-10	-12	11	4	-3.9
CC(=O)c1ccc(-c2cccs2)s1	28	1	-1.2	-3	-2	0	-1	-15	0.7
O=C(Oc1ccccc1)N1CCN(c2ccc(F)cc2)CC1	10	7	-5.3	9	-1	-8	20	-1	-3.4
CCOC(=O)N1CCN(C(=O)c2c(-c3c(Cl)cccc3Cl)noc2C)CC1	19	0	-0.4	1	-13	-7	13	-11	-0.9
CC(CCC(=O)O)C1CCC2C3CCC4C[C@H](O)CCC4(C)C3CC(=O)C12C (stereo partly specified)	25	2	-0.3	-2	4	3	-4	-9	1.0
CCCOC(=O)c1ccc(NC(=O)C2CCCO2)cc1 (stereo unspecified)	-3	-3	-3.4	4	-10	-6	-5	0	-3.1
O=C(Nc1cccc(Cl)c1Cl)c1cc(S(=O)(=O)NCCc2ccccc2)ccc1F	10	4	-1.6	5	2	-17	28	4	-2.8
CCOC(=O)c1ccc(-n2[nH]c(-c3ccccc3)cc2=O)cc1	11	-3	-0.3	0	-12	-3	-44	-6	-0.5
O=C(O)c1sccc1Oc1ccc(NS(=O)(=O)c2ccccc2)cc1	6	6	-1.8	-4	-1	14	10	6	2.8
Cc1ccccc1-c1nnc(SCCOc2ccc3c(C)cc(=O)oc3c2)o1	15	4	-2.4	1	-3	0	4	0	0.9
Cc1cc(C)nc(-n2nc(C)cc2Nc2ccccc2)n1	16	1	-1.7	0	-1	-6	18	0	5.6
O=C(COC(=O)Cn1cnc2ccccc21)Nc1cccc(S(=O)(=O)N2CCOCC2)c1	2	4	-4.0	-5	-4	-20	-3	4	-2.8
CC(=O)N(C)c1ccc(NC(=O)C(F)(F)F)cc1	-6	-2	-1.0	-1	-1	-2	-10	7	-2.2
Clc1ccc(COc2ccccn2)cc1Cl	8	3	-2.9	5	-2	-10	1	1	-2.7
Cc1ccc(F)cc1CNC(=O)C1CCC(=O)N(C2CC2)C1 (stereo unspecified)	17	-2	0.9	0	-15	-17	15	-17	1.0
CCC(CC)C(=O)Nc1nnc(S(=O)(=O)N2CCCC2)s1	15	2	-2.9	2	1	-13	20	-4	-1.7
CN(C)c1ccc([N+](=O)[O-])cc1C(=O)O	-12	5	-2.4	3	-8	-5	39	-3	-2.7
O=C(c1cc(-c2cccc(O)c2)on1)N1CCCC1	24	-1	-3.0	-3	4	3	3	-6	-1.2
COc1ccc2c(CCNC(=O)c3ccco3)c[nH]c2c1	21	7	-2.5	10	7	-3	2	-4	-3.4
Cc1ccc(NCc2nnc(SCCN3CCCCC3)n2CC2CCCO2)cc1Cl (stereo unspecified)	-21	5	-1.8	4	-1	18	19	-2	-0.9
Cn1c(=O)c(=O)n(C)c2cc(S(=O)(=O)CCC(=O)Nc3cccc(C(F)(F)F)c3)ccc21	38	0	-3.0	4	3	-5	6	-1	-0.4
Cn1c(/C=C/c2ccc(Cl)cc2Cl)c([N+](=O)[O-])c(=O)n(C)c1=O	1	11	-2.6	4	13	14	-4	-2	-2.7
Cc1ccc(C(=O)N/N=C/c2c[nH]c3ccccc23)o1	8	-1	-1.1	-3	-1	18	10	14	-4.0
Cc1ccccc1S(=O)(=O)Nc1nc2ccccc2nc1N1CCOCC1	1	-2	-6.0	4	0	-5	19	-8	-1.8
C=C(C)C1CC=C(C)/C(=N/NC(=O)CNc2ccc(OCC)cc2)C1 (stereo unspecified)	4	5	-2.9	10	4	-1	-6	-7	-4.3

(further entries)
SMILES	PHOSPHO1 inh	IDE inh	IMP-1 inh	IDE cell activ	PfM18AAP inh	GPR7 antag	NALP1 yeast inh	p-CIP stab down	VIM-2 inhibitor
COC(=O)c1ccc(NC(=S)NC2CCCCC2C)cc1 (stereo unspecified)	-1	-4	-1.6	2	-3	-7	7	0	-0.9
O=C(Nc1cccnc1)c1ccc2c(c1)OCO2	-14	0	0.9	-3	8	-1	30	-9	-0.3
O=C(OCc1nc2scc(-c3ccccc3)c2c(=O)[nH]1)c1cc([N+](=O)[O-])ccc1Cl	4	2	-4.2	-1	-1	-8	28	4	0.8
O=C(NC(C(=O)N/N=C/c1cccc2ccccc12)c1n[nH]c(=O)c2ccccc12)c1ccccc1 (stereo unspecified)	18	3	-0.9	0	6	-4	16	-16	-1.9
COc1ccccc1N1CCN(C(=O)Nc2ccc([N+](=O)[O-])cc2)CC1	2	0	-0.7	3	-13	1	38	-9	-2.7
COc1cccc(N2C(C(C)=O)=NN(c3ccccc3)C2c2ccc(N3CCOCC3)cc2)c1 (stereo unspecified)	-31	8	0.0	1	1	3	9	-3	-3.2
Cc1cc(C)c2nc(NNC(=O)c3ccc(S(=O)(=O)N4CCc5ccccc5C4)cc3)sc2c1	-6	-1	-4.1	-2	36*	-7	29	-4	-5.2
CCOC(=O)c1cnc(SC)nc1N1CCCC1	45	2	-1.8	-1	1	-5	3	7	0.8
CC(C(=O)Nc1ccc2c(c1)OCCO2)N1CCN(C(=O)c2ccco2)CC1 (stereo unspecified)	25	9	-3.2	0	7	17	-1	-1	-3.4

Compounds were not picked by outcome. About 5.3% of those tested had a hit in this group.
